Source: PubChem BioAssay
E coli Lon inh = E. coli protease La inhibition; P0A9M0; purified E. coli Lon protease, fluorescence polarization; inhibition, % at 7.94 µM; 360,000 tested, 0.42% active; in the data active = inhibition above about 13%, passing the limit was not always enough;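 also: 0% = enzyme with probe and DMSO and 100% = no enzyme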
SKN-1 inh = inhibitors of C. elegans SKN-1 | C. elegans VP596 Pgst-4::GFP/RFP ratio, acrylamide-induced, 24 h | inhibition, % at 21.8 µM | 360,000 tested, 0.49% active | AID 624304;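 active = interference check ratio from 0.5 to 1.5 plus GFP to RFP signal ratio inhibition reaching or exceeding a fixed threshold, cut at about 30% in these data, passing the limit was not always enough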; also: some compounds called inactive have numbers as strong as hits
Rin1 Abl inh = human Rin1-Abl interaction inhibition. P00519+Q13671. TR-FRET Rin1/Abl binding, biochemical. 360,000 tested, 0.4% active. inhibition, % at 7.35 µM; in the data active = inhibition above about 5%, passing the limit was not always enough
CendR NRP1 mod = alters CendR peptide binding to human NRP-1. O14786. FAM-RPARPAR peptide binding to NRP-1, fluorescence polarization. inhibition, % at 25 µM. 360,000 tested, 0.85% active;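 active = inhibition or corrected inhibition above about 18%, plus a signal ratio from 0.5 to 1.5, limit read from the data, passing the limit was not always enough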; also: strong numbers were not always called active
FAS-TE inh = FAS thioesterase (human) inhibition; 360,000 tested, 0.67% active; recombinant FAS-TE, OMFH fluorogenic substrate, fluorescence endpoint; inhibition, % at 15 µM;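 active = compounds whose normalised, plate-corrected inhibition of enzyme fluorescence in the single-dose primary screen is 50% or more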;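 also: 0% = DMSO with enzyme and 100% = substrate without enzyme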
bovine MsrA act = activates bovine MsrA enzyme; purified bovine MsrA, absorbance read-out; activation, % at 10.6 µM; 360,000 tested, 0.3% active; AID 602163; in the data active = activation above about 7.5%;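 also: 0% = vehicle and 100% = reference activator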
Neddyl block = blocks human cullin neddylation; P61081+Q13564; TR-FRET cullin neddylation, biochemical; 360,000 tested, 0.58% active; calls only at 25 µM; in the data active = inhibition above about 36%
PABP1 MLLE inh = blocks PAM2 peptide binding to the PABP1 MLLE domain; 360,000 tested, 0.36% active; inhibition, % at 20 µM; AID 588489; GST-MLLE / FITC-PAM2 fluorescence polarization; in the data active = inhibition above about 35%, passing the limit was not always enough;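 also: plate controls were DMSO wells with GST-MLLE for no effect and wells lacking GST-MLLE protein for full effect; some results filed as inactive read as strong as hits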
Target sequence (P11940 whole entry, looked up, the tested form may be a part): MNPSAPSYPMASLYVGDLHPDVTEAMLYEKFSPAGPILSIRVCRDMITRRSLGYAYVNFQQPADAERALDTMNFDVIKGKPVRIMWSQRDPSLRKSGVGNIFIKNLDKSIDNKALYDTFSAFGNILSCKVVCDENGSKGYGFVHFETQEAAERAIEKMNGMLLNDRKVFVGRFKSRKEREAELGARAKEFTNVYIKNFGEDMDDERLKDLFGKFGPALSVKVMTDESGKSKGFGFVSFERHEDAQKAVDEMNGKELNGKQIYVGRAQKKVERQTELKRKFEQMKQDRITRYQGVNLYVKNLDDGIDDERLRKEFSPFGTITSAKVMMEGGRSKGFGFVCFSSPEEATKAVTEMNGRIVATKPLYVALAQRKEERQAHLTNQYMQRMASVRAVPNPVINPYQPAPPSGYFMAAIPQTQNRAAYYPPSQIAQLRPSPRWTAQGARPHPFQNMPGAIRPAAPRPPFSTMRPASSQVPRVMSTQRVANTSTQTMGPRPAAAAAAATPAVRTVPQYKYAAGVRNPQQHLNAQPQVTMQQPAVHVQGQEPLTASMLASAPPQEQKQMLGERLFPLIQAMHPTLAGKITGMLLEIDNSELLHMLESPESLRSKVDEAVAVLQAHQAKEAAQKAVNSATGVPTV
MT1-MMP act inh = MT1-MMP (human) activation inhibition; P50281; GFP/RFP ratio change, % at 20 µM; HT1080 RFP-PRO-GFP cells, GFP/RFP ratio fluorescence, overnight; percent of plate control window, DMSO zero; 360,000 tested, 0.061% active;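 active = GFP/RFP ratio change of at least 30% with cell ATP level not reduced by more than half and red fluorescence within 50% of control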; also: strong numbers were not always called active
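Material – HT1080 RFP-PRO-GFP cells · Control set – DMSO wells and RFP-L50D-GFP cells · Incubation – overnight cell settling, then overnight compound exposure, 37 °C, 5% CO2 · Compound dosing – single-point 20 µM compound, 1% DMSO · Read-out – GFP/RFP fluorescence ratio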
Active calls of the source: *; i = inactive; / = no result given; + = active, no number.

Sequence of screens – Neddyl block	E coli Lon inh	PABP1 MLLE inh	MT1-MMP act inh	Rin1 Abl inh	bovine MsrA act	SKN-1 inh	CendR NRP1 mod	FAS-TE inh
Cc1ccccc1-c1nc(CS(=O)(=O)CC(=O)NCCCN2CCCC2)c(C)o1
    i	-9.3	-15.6	4.0	-1.2	-2.4	4.0	1.1	-6.4
O=C(c1ccccc1)N1CCN(C2c3cccc4cccc(c34)C2NS(=O)(=O)c2ccccc2)CC1 (stereo not drawn)
    i	10.8	29.7	-15.5	-2.9	-2.4	2.3	-10.4	39.7
CCOc1cc(/C=C/c2cccc[n+]2C)ccc1OCC(=O)Nc1ccc(C)cc1
    i	-6.3	-129.2	1.7	-2.7	3.3	1.9	-4.9	-2.6
O=C(C1CC1c1ccccc1)N1CCN(c2cccc(Cl)c2)CC1 (stereo not drawn)
    i	5.7	1.9	3.3	2.9	-7.5	-3.0	11.6	17.2
COc1cccc(/C=C/C(=O)OCC(=O)Nc2cccc(S(=O)(=O)NC3=NCCCCC3)c2)c1
    +	-10.8	-20.5	-4.0	0.3	-1.6	-9.2	-2.1	-0.8
CC(C)CC(=O)Nc1ccc(OCC(=O)O)cc1
    i	-11.6	13.3	0.2	0.8	0.2	4.8	11.2	-3.7
Clc1ccc(-c2csc3ncnc(NCCN4CCOCC4)c23)cc1
    i	-11.5	7.2	-16.7	1.8	-7.7	0.9	9.4	-1.3
O=C(NNC(=S)Nc1ccc(Cl)c(Cl)c1)c1ccccn1
    i	-0.1	25.9	5.2	0.0	0.5	5.9	10.4	10.1
CCCn1cc(S(=O)(=O)c2ccc(OC)cc2)c(=O)c2cc(OC)ccc21
    i	-11.6	6.4	-1.2	1.8	-5.2	-5.7	7.4	6.2
Cc1ccc(NC(=O)CCN2C(=O)c3cccc4cccc(c34)C2=O)cc1
    i	-8.5	10.6	-4.4	2.5	-5.9	12.7	-1.8	-9.7
O=C(NCc1nnc(SCC(=O)N2CCCC2)o1)c1ccc(F)cc1
    i	-5.7	-20.7	-5.9	2.7	-0.6	20.2	11.1	-3.2
CCOC(=O)Cn1cc(/C=C/[N+](=O)[O-])c2ccccc21
    i	-0.9	7.3	-4.1	-7.2	-3.4	2.5	5.2	-9.2
CC(C)(C)c1ccc(CC(=O)N2CCC2(C)C(=O)N2CCCCC2)cc1 (stereo not drawn)
    i	-3.7	-1.2	5.1	3.0	-0.8	-7.8	-2.3	-4.3
CCS(=O)(=O)c1nc(S(=O)(=O)c2ccc(C)cc2)c(N2CCC(C)CC2)s1
    i	-1.8	5.2	-8.3	-1.6	-2.6	-8.4	16.2	20.7
CCOc1cc(/C=N/NC(=O)c2ccccc2-n2cccc2)ccc1O
    i	6.5	1.7	-4.1	-3.8	-4.2	7.6	-1.0	-6.1
Cc1ccc2nc(NCCO)nc(-c3ccccc3)c2c1
    /	10.3	8.4	-11.4	-6.4	-2.3	13.4	-5.4	-20.2
O=C(CNC(=O)N1CC(=O)Nc2ccccc21)NCCc1cccc(F)c1
    i	3.6	4.9	-2.0	1.3	-8.1	1.3	-2.2	-5.1
O=C(Nc1cccc(S(=O)(=O)N2CCCCCC2)c1)C1CCN(C(=O)c2ccc(Cl)cc2)CC1
    i	-0.9	3.2	-9.8	-2.3	-2.6	14.4	13.5	15.3
O=C(CN(C(=O)CNC(=O)c1ccco1)c1ccc2c(c1)OCCO2)NC1CCCCC1
    i	-5.4	-5.0	-1.7	-2.8	-1.5	-0.7	0.4	-0.3
COC(=O)c1[nH]c2c(c1C)C(=O)CC(c1cccs1)C2 (stereo not drawn)
    i	1.6	8.4	20.7	-1.8	-5.2	-9.7	-9.9	-0.2
O=C(O)c1ccc2c(=O)n3c(nc2c1)/C(=C/c1cccc(Cl)c1Cl)CC3
    +	4.5	3.5	11.4	-1.0	-2.4	7.0	-30.8	12.4
CCOc1cc(-c2noc(-c3cccnc3)n2)ccc1OC
    i	0.8	-4.6	1.5	-0.6	-3.7	3.8	1.5	-8.2
Cc1cc(NC(=O)COC(=O)CNS(=O)(=O)c2ccc(C)c(C)c2)no1
    i	-1.6	-11.2	0.1	-2.4	-3.9	-0.1	-4.3	-2.4
CCCN(CCC)CCCNC(=O)CS(=O)Cc1nc(-c2ccc(OC)c(OC)c2)oc1C (stereo not drawn)
    i	-14.2	14.6	7.6	-6.6	-0.7	-9.3	-2.9	-2.5
Cc1ccc(C(=O)c2c3ccccc3[n+]([O-])n2[C@@H](C)C(N)=O)cc1
    i	-3.2	-30.7	-2.3	-0.2	-2.6	0.0	-1.0	-10.5
COC(=O)CN1C(=O)[C@H]2[C@@H](c3ccc(C)o3)N3C(=O)CN(Cc4ccccn4)C(=O)[C@@]3(C)[C@H]2C1=O
    i	-1.8	2.7	0.6	5.6	-12.6	4.3	6.5	-13.9
O=C(N/N=C/c1cccc(O)c1)c1cc(-c2ccc3c(c2)OCO3)n[nH]1
    i	-1.5	0.4	7.0	-2.8	-1.3	-2.0	0.3	9.7
O=C(N/N=C\CCc1ccccc1)c1ccco1
    i	-9.0	-17.4	-3.0	-1.1	-4.3	-9.7	-7.9	-4.5
Cn1c(N)c(C(=O)COC(=O)C2(c3cccc(F)c3)CCCC2)c(=O)n(C)c1=O
    i	-0.6	3.7	5.0	-2.9	2.7	11.2	2.0	19.0
Cc1ccc(N(C(C)C(=O)N2CCC(C)CC2)S(C)(=O)=O)cc1C (stereo not drawn)
    i	-3.2	5.7	-3.4	-0.9	-2.1	10.8	2.2	-7.7
COc1ccc(N(C(=O)CNC(=O)c2ccco2)C(C(=O)NCC2CCCO2)c2ccc(OC)c(OC)c2)cc1 (stereo not drawn)
    i	-6.4	-2.6	1.6	-2.0	-1.3	5.9	3.1	-1.2
c1ccc(N2CCN(C3CC4CCC3C4)CC2)cc1 (stereo not drawn)
    i	-2.9	-3.6	-2.2	1.1	-1.9	4.5	4.3	-3.7
Cc1csc(CN(C)C(=O)C2CCC(=O)N(CCCc3ccccc3)C2)n1 (stereo not drawn)
    i	14.5	-8.9	-0.2	0.9	-1.4	6.2	14.3	-7.0
O=c1cc(-c2nn[nH]n2)[nH]c(=O)[nH]1
    i	-0.9	5.2	-0.5	2.2	-3.6	7.8	13.4	-6.7
CCc1c(C(=O)NC2CCCC2)csc1C
    i	5.7	-9.3	-5.2	-0.6	-11.0	-8.3	-10.1	-8.8
O=C(Nc1ccccc1)Nc1ccc(Cl)nc1Cl
    i	-2.1	4.7	-2.7	-3.7	-2.9	3.3	3.1	4.3
CC(C)(C)c1ccc(C(=O)Nc2nnc(SCC(=O)NCC3CCCO3)s2)cc1 (stereo not drawn)
    i	0.9	-21.7	2.9	-0.6	-3.3	14.2	5.9	-11.2
O=S(=O)(NC1CCCc2ccccc21)c1cnc[nH]1 (stereo not drawn)
    i	-14.0	9.3	5.2	-3.9	-2.1	0.4	15.2	-13.5
COc1ccc(/C=C2/N=C3CCCCCN3C2=O)cc1OC
    i	-7.7	-0.6	4.8	-0.5	-1.6	6.8	3.1	-4.8
CC(=O)Nc1ccc(NC(=O)CSc2nc(N)c(NC(=O)c3ccco3)c(=O)[nH]2)cc1
    i	2.8	14.3	6.0	2.6	-7.2	-13.7	-11.8	-3.9
O=C(NC(Cc1ccccc1)c1nc2ccccc2[nH]1)c1ccc(Cl)c([N+](=O)[O-])c1 (stereo not drawn)
    i	-6.1	-16.2	-3.2	-3.0	3.1	7.2	4.1	25.5
Cc1ccc(S(=O)(=O)/C=C/c2ccccc2)cc1
    i	-9.0	10.2	-1.5	-1.2	-4.2	4.1	-9.6	6.7
CC(Sc1nnnn1-c1ccc(O)cc1)c1nc2ccccc2c(=O)[nH]1 (stereo not drawn)
    i	4.9	-8.7	-0.6	-1.0	-6.7	1.3	2.7	-12.9
CN(C)CC(O)c1ccc(C=Cc2ccc(Cl)cc2)cc1 (stereo not drawn)
    i	-1.4	-3.7	2.8	-2.6	-1.6	52.5*	6.1	-3.5
Cc1ccc(-c2csc3nc(CSc4nnc(-c5ccc(Cl)cc5)n4C)[nH]c(=O)c23)cc1
    i	-9.1	-28.2	-3.8	1.1	-4.6	-4.8	-24.6	5.5
COC(CNC(=O)C1CCCN(S(=O)(=O)c2c(C)noc2/C=C/c2cccs2)C1)OC (stereo not drawn)
    i	2.7	6.2	-2.9	-1.1	-4.7	-9.7	7.2	-6.7
CCOC(=O)C(NCCc1ccccc1)(NC(C)=O)C(F)(F)F (stereo not drawn)
    i	-8.0	6.6	0.4	-0.6	-11.3	-3.9	-11.5	-6.5
O=C(OCc1nnn(Cc2ccccc2)c1-c1c(COC(=O)c2ccccc2)nnn1Cc1ccccc1)c1ccccc1
    i	8.4	-7.4	-2.0	-1.5	-1.1	16.8	-9.5	26.3
CCc1nc(SCC(=O)c2ccccc2)c2ccccc2n1
    i	-0.6	41.1*	2.9	-1.4	-16.6	17.6	-9.1	6.1
CC1CN(Cc2nc3c(c(=O)[nH]c(=O)n3C)n2CCN2CCOCC2)CC(C)O1 (stereo not drawn)
    i	-1.2	-20.5	4.7	0.1	-2.8	-6.9	5.2	-2.3

Continued, starting with the last four of the part before.
Sequence of screens – Neddyl block	E coli Lon inh	PABP1 MLLE inh	MT1-MMP act inh	Rin1 Abl inh	bovine MsrA act	SKN-1 inh	CendR NRP1 mod	FAS-TE inh
CCOC(=O)C(NCCc1ccccc1)(NC(C)=O)C(F)(F)F (stereo not drawn)
    i	-8.0	6.6	0.4	-0.6	-11.3	-3.9	-11.5	-6.5
O=C(OCc1nnn(Cc2ccccc2)c1-c1c(COC(=O)c2ccccc2)nnn1Cc1ccccc1)c1ccccc1
    i	8.4	-7.4	-2.0	-1.5	-1.1	16.8	-9.5	26.3
CCc1nc(SCC(=O)c2ccccc2)c2ccccc2n1
    i	-0.6	41.1*	2.9	-1.4	-16.6	17.6	-9.1	6.1
CC1CN(Cc2nc3c(c(=O)[nH]c(=O)n3C)n2CCN2CCOCC2)CC(C)O1 (stereo not drawn)
    i	-1.2	-20.5	4.7	0.1	-2.8	-6.9	5.2	-2.3
CC(CC1CC(C)(C)OC1=O)C(=O)Nc1ccc([N+](=O)[O-])cc1 (stereo not drawn)
    i	2.8	-2.1	0.9	-1.0	-2.8	6.6	-1.5	-5.9
Cn1c(Cc2cccc3ccccc23)nnc1SCC(=O)N1CCN(c2ccccc2)CC1
    i	-5.0	-96.4	/	-3.5	-12.7	-26.0	1.1	-7.7
Cc1[nH]c2ccc(Cl)cc2c(=O)c1CN1CCCC1
    i	-12.0	-8.0	1.2	-3.2	-0.7	4.0	1.7	-4.7
CN(CCC#N)C(=O)COC(=O)/C=C/c1cccs1
    i	2.1	-7.3	2.0	0.0	-1.2	0.8	6.8	-3.4
Cc1ccc(C(C(=O)NCc2ccccc2)N(C(=O)c2ccccn2)c2ccccc2)o1 (stereo not drawn)
    i	6.9	1.8	-4.1	4.5	-4.6	0.3	-1.9	1.1
Clc1ccc(-c2ccc(SCc3ccccn3)nn2)cc1
    i	-1.7	8.4	-0.4	3.0	-2.4	22.1	-2.2	-2.4
COc1ccc(C(=O)NC(Cc2ccc(OC(=O)c3ccc(OC)cc3)cc2)C(=O)O)cc1 (stereo not drawn)
    i	-5.1	1.7	1.9	1.6	-2.0	4.8	2.1	1.0
COCCNC(=O)c1cn(Cc2c(F)cccc2Cl)nn1
    i	7.2	-15.0	3.4	4.0	-3.0	10.6	3.4	-6.6
